# High-throughput results from PubChem BioAssay.
# HP1b chromo inh = inhibitors of HP1-beta chromodomain binding to methylated histone tails; P83916; AlphaScreen HP1-beta / biotin-H3K9me3 peptide binding; Potency, µM (highest dose often 114 µM), inactives show at the highest dose activity change, negative = inhibition, hits mostly inhibitors; hit rate 0.56% among 390,000; AID 540317; also: potency is read from the fitted curve at half-maximal effect; nearly all actives have a fitted effect of over 70% in size; inactives centre near 23
#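 HP1-beta protein (50 nM final) preincubated 30 min at room temperature with biotinylated H3(1-18)K9me3 peptide (50 nM) in PBS pH 7.4, 0.01% Tween-20, then compound added for 30 min. AlphaScreen streptavidin donor/nickel chelate acceptor beads (10 ug/mL final), 30 min dark, luminescence read.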
# RGS4 inhibitor = blocks human RGS4-accelerated GTP hydrolysis | hit rate 0.039% among 390,000 | Transcreener GDP fluorescence polarization, RGS4-accelerated GTP hydrolysis | Potency, µM (top dose mostly 114 µM), without a hit: at the top dose activity change, negative = inhibition, most hits filed as inhibitors; also: potency is read from the fitted curve at half-maximal effect; % is scaled to controls: 0 for no effect and ±100 for the full control effect; nearly all actives have a fitted effect of over 75% in size; some results filed as inactive show a strong effect at the top dose
#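 MLSMR compounds (23 nl, pin-transferred) preincubated 10 min at room temperature with a 500nM (2x) first reagent, then RGS4 at 900nM (2x) plus Transcreener GDP mix added; fluorescence polarization (620/688 nm) read before and after 90 min at 30 °C.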
# ERG Ets-DNA blk = blocks human ERG Ets domain binding to DNA; hit rate 0.028% among 370,000; AID 624246; P11308; fluorescence polarization, His-ERG Ets domain / labelled DNA; Potency, µM (top dose mostly 76.9 µM), without a hit: top-dose FP activity, negative = inhibition, most hits filed as inhibitors; active = well fitted inhibition curve with a large enough effect in the polarisation, with a control signal flat; inconclusive = small, poorly fitted or top-dose-only effect, or effect the other way, or a change in a side signal; inactive = no such curve, though single readings can be large or run the other way; the % refers to the polarisation;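 also: polarization taken with two DNA probes labelled with fluorescein and Texas red; potency is read from the fitted curve at half-maximal effect; % of control where 0% means no effect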
#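 His-tagged ERG Ets domain (1 uM in the protein solution; 300mM KCl, 50mM Tris-HCl, 1mM EDTA, 1mM DTT, pH 7.5) received compound, then a probe mix of 5 nM fluorescein-DNA and 100nM Texas-615-DNA. Fluorescence polarization was read for both dyes.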
# 12-LOX inh = ALOX12 (human) lipoxygenase inhibition; P18054; hit rate 1.1% among 580,000; AID 1671190; Potency, µM (series often up to 108 µM), for the others: at the highest dose activity change, negative = inhibition, actives largely listed as inhibitors; purified 12hLO, xylenol orange hydroperoxide absorbance; also: potency is read from the fitted curve at half-maximal effect; % is scaled to controls: 0 for no effect and ±100 for the full control effect
#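 Hydroperoxide product was detected by ferrous iron/xylenol orange as the 573 to 405 nm absorbance ratio. Arachidonic acid at 40 uM (final) was turned over for 30 min at room temperature by 150 nM human 12hLO, pH 7.0 Hepes buffer, after 15 min compound preincubation.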
# JMJD2A Tudor inh = inhibitors of human JMJD2A Tudor domain; Potency, µM (titrated, usually from 114 µM), for the others: at the top dose activity change, negative = inhibition, most hits filed as inhibitors; O75164; hit rate 4.4% among 390,000; AlphaScreen JMJD2A-Tudor / H3K4me3 peptide binding; also: potency is read from the fitted curve at half-maximal effect; % is scaled to controls: 0 for no effect and ±100 for the full control effect; nearly all actives have a fitted effect of over 50% in size
# PI4K2A inh = blocks human PI4K2A kinase activity. Q9BTU6. purified PI4K2A, ADP-Glo luminescence, 1 h; hits give low values. activity change, negative = inhibition, % at 76.9 µM. hit rate 0.13% among 420,000; in the data active = activity change below about -50%; inconclusive = mostly about -30% to -49%;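 also: -100% = wells without enzyme as full effect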
# Target sequence (Q9BTU6 whole entry, looked up): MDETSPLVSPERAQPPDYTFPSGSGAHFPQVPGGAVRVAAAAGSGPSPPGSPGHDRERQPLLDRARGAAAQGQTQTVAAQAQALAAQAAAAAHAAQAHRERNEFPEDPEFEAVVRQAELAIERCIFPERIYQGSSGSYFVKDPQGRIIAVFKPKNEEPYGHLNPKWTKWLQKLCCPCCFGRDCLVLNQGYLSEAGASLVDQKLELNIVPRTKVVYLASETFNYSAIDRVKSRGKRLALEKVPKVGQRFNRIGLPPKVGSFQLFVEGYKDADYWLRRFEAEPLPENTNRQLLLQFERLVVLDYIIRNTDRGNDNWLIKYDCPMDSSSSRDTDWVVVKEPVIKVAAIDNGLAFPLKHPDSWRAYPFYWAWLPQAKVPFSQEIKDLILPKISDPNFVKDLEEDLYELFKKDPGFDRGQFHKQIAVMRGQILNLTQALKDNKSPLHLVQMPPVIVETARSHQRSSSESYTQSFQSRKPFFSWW
#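 Compounds are screened against recombinant PI4K2A using PI as substrate and ATP, the latter dispensed at 300 microM. Reactions run one hour at ambient temperature before ADP-Glo detection; full inhibition defined by wells lacking enzyme.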
# G9a block = inhibitors of human histone lysine methyltransferase G9a; Q96KQ7; G9a H3K9 monomethylation, AlphaScreen, 2 h; Potency, µM (titrated, usually from 102 µM), for inactives: at the top dose activity, negative = inhibition, actives largely listed as inhibitors; hit rate 8.8% among 350,000; also: potency is read from the fitted curve at half-maximal effect; % is scaled to controls: 0 for no effect and ±100 for the full control effect; nearly all actives have a fitted effect of over 75% in size
#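 Using a bead-based AlphaScreen, monomethylated H3K9 product from 2 h room-temperature reactions (G9a 20 nM, peptide 500 nM, SAM 20 uM) was detected with 0.5 ug/mL rabbit anti-H3K9me1 antibody.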
# GLS inh = inhibitors of human glutaminase (GLS). GLS enzymatic activity, qHTS titration. hit rate 0.21% among 410,000. O94925. Potency, µM (highest dose often 45.5 µM), for the others: at the highest dose activity change, negative = inhibition, most hits filed as inhibitors. AID 624170; also: potency is read from the fitted curve at half-maximal effect; % is scaled to controls: 0 for no effect and ±100 for the full control effect
# Target sequence (O94925 whole entry, looked up): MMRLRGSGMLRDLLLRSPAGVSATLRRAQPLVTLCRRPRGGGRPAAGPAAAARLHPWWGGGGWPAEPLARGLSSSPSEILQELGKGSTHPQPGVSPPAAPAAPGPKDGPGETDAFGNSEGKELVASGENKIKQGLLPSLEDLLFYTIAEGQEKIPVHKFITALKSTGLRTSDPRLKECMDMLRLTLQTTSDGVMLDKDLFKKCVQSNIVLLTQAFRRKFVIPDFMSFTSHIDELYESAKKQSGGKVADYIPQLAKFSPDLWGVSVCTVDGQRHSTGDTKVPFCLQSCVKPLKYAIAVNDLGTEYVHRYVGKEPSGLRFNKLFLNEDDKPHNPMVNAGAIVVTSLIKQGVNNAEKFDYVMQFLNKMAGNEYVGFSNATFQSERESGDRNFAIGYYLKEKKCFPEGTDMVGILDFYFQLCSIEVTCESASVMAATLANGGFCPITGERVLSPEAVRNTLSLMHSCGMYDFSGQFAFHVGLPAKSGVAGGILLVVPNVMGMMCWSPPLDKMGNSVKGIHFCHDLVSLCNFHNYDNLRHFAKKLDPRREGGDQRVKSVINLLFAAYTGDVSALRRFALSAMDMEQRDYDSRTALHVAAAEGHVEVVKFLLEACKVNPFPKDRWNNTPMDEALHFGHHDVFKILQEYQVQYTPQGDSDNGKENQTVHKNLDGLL
#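 hKGA in 45 mM KH2PO4 pH 8.2, 0.02% Tween-20 with pin-transferred compounds; 1 mM L-glutamine (stock) plus glutamate oxidase/HRP/Amplex Red coupling added. Fluorescence read initially and after 30 min at RT.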
# BAZ2B block = blocks human BAZ2B; Q9UIF8; AlphaScreen BAZ2B-H3K14Ac peptide displacement; Potency, µM (doses to about 114 µM), for inactives: at the highest dose activity change, negative = inhibition, most hits filed as inhibitors; hit rate 4.4% among 360,000; AID 504333; also: potency is read from the fitted curve at half-maximal effect; % is scaled to controls: 0 for no effect and ±100 for the full control effect; nearly all actives have a fitted effect of over 60% in size
#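 BAZ2B (50 nM) with biotin-H3(5-23)K14Ac peptide (50 nM) in PBS pH 7.4, 0.01% Tween-20, preformed 30 min, then compound 30 min at room temperature; top concentration 110uM. AlphaScreen streptavidin donor/nickel chelate acceptor beads (10 ug/mL final), 20 min dark, signal read.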
# The depositor's hits bear a star; ? = inconclusive; . = no result given; & = joins results of further samples; [ ] = dose if it differs, or a comment. Unless noted, calls follow the shape of the dose curve; as a rule, active = well fitted curve in the direction sought with a large enough effect; inconclusive = small, poorly fitted or top-dose-only effect, or another doubt; inactive = no such curve, though single readings can be large; an effect the other way counts as inactive or inconclusive. Some of the compounds tested. The share of hits here may be higher or lower than overall.
# Start of the listing, in advance (2 entries):
SMILES,HP1b chromo inh,RGS4 inhibitor,ERG Ets-DNA blk,12-LOX inh,JMJD2A Tudor inh,PI4K2A inh,G9a block,GLS inh,BAZ2B block
Cc1ccc(NC(=O)c2ccccc2NS(=O)(=O)c2ccc(F)cc2)cc1S(=O)(=O)N1CCCCC1,34%,-32%,2%,-5%,-15%,-5,12%[59 µM],-5%,-21%
C(=NN1CCCCCC1)c1ccccc1,-33%,-38%,7%,-61%,?,-3,.,9%,.

# Results, from the start:
SMILES,HP1b chromo inh,RGS4 inhibitor,ERG Ets-DNA blk,12-LOX inh,JMJD2A Tudor inh,PI4K2A inh,G9a block,GLS inh,BAZ2B block
Cc1ccc(NC(=O)c2ccccc2NS(=O)(=O)c2ccc(F)cc2)cc1S(=O)(=O)N1CCCCC1,34%,-32%,2%,-5%,-15%,-5,12%[59 µM],-5%,-21%
C(=NN1CCCCCC1)c1ccccc1,-33%,-38%,7%,-61%,?,-3,.,9%,.
Cc1ccc(S(=O)(=O)N2CCC(C(=O)Nc3nnc(-c4ccc(F)cc4)s3)CC2)cc1,7%,12%,-11%,-3%,-4%,3,0%[59 µM],1%,11%
C/C(CCc1ccco1)=N/NC(=O)CCC(=O)Nc1ccc(Br)cc1,33%,-8%,2%,-8%,-19%,-3,-7%[59 µM],-9%,-5%
C#CCOCCOCCOCCNc1nc(N2CCN(C(=O)[C@H]([C@@H](C)CC)n3cc([C@@H](N)Cc4ccc(O)cc4)nn3)CC2)nc(N2CCN(C(=O)[C@H](Cc3ccc(O)cc3)n3cc([C@@H](N)CC(C)C)nn3)CC2)n1,8%,-2%,17%,?,14µM*,3,?,16%,56µM*
CCCCn1nnc(NC(=O)COc2ccc(Cl)c(C)c2)n1,26%,14%,-2%,9%,-12%,-5,1%[59 µM],-7%,-2%
CCN(CC)c1ccc(NC(=O)COc2ccccc2C#N)cc1S(=O)(=O)Nc1ccc(OC)cc1,-13%,4%,1%,-15%,-26%,3,?,11%,-5%
Cc1ccc(N(CC(=O)NC(C)(C)C)C(=O)CCC(=O)Nc2nccs2)c(C)c1,42%[activator],-3%,-3%,9%,-1%,-1,25%,-8%,-11%
CCCCc1nc2cc(C(=O)N3CCC(OCCOC)CC3)ccc2o1,25%,7%,-6%,1%,-4%,0,10%,9%,-2%
COCCNC(=S)N/N=C(\C)c1ccc(OC)cc1,4%,1%,6%,?,-22%,-5,25%[59 µM],18%,-24%
O=C1NC2(CCCCCC2)N=C1c1ccc(Br)cc1,46%[activator],6%,-9%,-4%,-16%,-2,12%,6%,-5%
COc1ccc(C2C(C(N)=O)=C(C)Nc3nc(CCCO)nn32)cc1 (stereo unspecified),37%&21%,-3%&11%,-5%&0%,-27%&-9%,-14%&0%,7&-4,19%,-12%&19%,9%&0%
COc1ccc(CCNS(=O)(=O)c2ccc3c(c2)NC(=O)CO3)cc1OC,11%,15%,7%,-3%,-4%,-11,20%,13%,3%
Cc1ccc(C2CC(c3ccc(NS(C)(=O)=O)cc3)=NN2C(=O)c2ccco2)cc1 (stereo unspecified),23%,-37%,-20%,2%,-17%,-2,4%[59 µM],-26%,-5%
CCOCN(C(=O)Cn1c(C)nc2ccccc21)c1c(C)cccc1CC,42%[activator],-13%,4%,1%,-15%,1,-22%[59 µM],1%,3%
COc1ccc(C)cc1NC(=O)c1cc(S(=O)(=O)N2CCOCC2)cn1C,11%&0%,-18%&4%,-9%&1%,12%&-14%,-21%&-15%,1&-3,27%,0%&-13%,-32%&-5%
CN(C)CCNC(=O)c1ccc(Cl)s1,20%,-9%,0%,2%,-12%,3,-8%[59 µM],4%,43%[activator]
O=S(=O)(c1ccccc1)N1N=C(c2ccc(Br)cc2)CC1c1ccco1 (stereo unspecified),-1%,-102%[56.9 µM],-14%,-14%,16µM*,-2,?,?,-17%
Cc1cc(N2C(=O)C3C4c5ccccc5C(c5ccccc54)C3C2=O)no1 (stereo unspecified),39%[activator],-4%,0%,-22%,-6%,4,20%,2%,3%
Cc1cccc(N2CN(Cc3ccco3)CNC2=S)c1,16%,-18%,1%,-10%,-4%,-5,24%[59 µM],-1%,5%
CCOC(=O)N1CCN(C(=O)/C=C/c2ccc(C(C)(C)C)cc2)CC1,15%,18%,-5%,6%,-12%,2,17%,2%,-27%
CC(=O)Oc1cccc(N2C(=O)C3C4C=CC(C4=C(C)C)C3C2=O)c1 (stereo unspecified),?,-47%[56.9 µM],-4%,0%,?,-1,-40%[2.33 µM],-11%,-5%
COc1cccc(NC(=O)C2CCCN(S(=O)(=O)c3ccc4[nH]c(=O)ccc4c3)C2)c1 (stereo unspecified),-15%,-11%,3%,-20%,-5%,1,4%[59 µM],-10%,5%
Nc1ccc(C(=O)NC2CCSc3ccccc32)cc1[N+](=O)[O-] (stereo unspecified),-8%,11%,5%,148%[activator],?,2,.,0%,-13%
O=C(CC(NS(=O)(=O)c1ccc(Cl)cc1)c1ccco1)NCc1ccco1 (stereo unspecified),?,-14%[11.4 µM],-4%,112%[activator],21%[11.4 µM],-8,-1%,-27%,?
# Continued:
SMILES,HP1b chromo inh,RGS4 inhibitor,ERG Ets-DNA blk,12-LOX inh,JMJD2A Tudor inh,PI4K2A inh,G9a block,GLS inh,BAZ2B block
CCC1CCCCN1CCNC(=O)C1CCCN(S(=O)(=O)c2cccc3nsnc23)C1 (stereo unspecified),43%[activator],-15%[56.9 µM],9%,2%,-16%,-3,.,-3%,-3%
CC(C)c1ccc(NC(=O)CCN2C(=O)c3ccc([N+](=O)[O-])cc3C2=O)cc1,18%,4%,-2%,0%,-8%,0,-23%,2%,4%
CCOC(=O)C1CCN(C(=O)Cc2ccc(-c3ccccc3)cc2)CC1,23%,7%,1%,-30%,-8%,-3,.,-5%,42%[activator]
Cc1ccccc1OC(=O)n1c(=S)oc2cc(Cl)ccc21,-3%,-22%[11.4 µM],-8%,?,35µM*,0,1.1µM*,11%,12%
CCn1c(N2CCN(CC(=O)Nc3cccc(C)c3C)CC2)nc2ccccc21,17%,-7%,6%,-8%,-7%,8,-5%,6%,-6%
CCOC(=O)C1CCN(C(=O)Cn2cc(C(=O)OC)c3ccccc32)CC1,5%,-37%,2%,-1%,?,0,15%,4%,-17%
COc1ccc2cc(/C=N/NC(=O)CSCc3ccc([N+](=O)[O-])cc3)c(Cl)nc2c1,22%,5%,.,3%,-16%,-1,-3%[12.7 µM],2%,-7%
CCCc1cc(C(=O)N2CCCC(N3CCN(c4ccc(F)cc4)CC3)C2)no1 (stereo unspecified),2%,6%,1%,19%,-30%,0,?,18%,?
O=C(C=Cc1ccccc1)c1cccs1,63%[activator],-27%,.,-10%,4%,7,.,7%,.
O=C(c1ccccc1-c1ccccc1)N1CCN(c2ccccn2)CC1,9%,-7%,-9%,-16%,-17%,2,-46%,9%,2%
COCC(C)n1c(SCC(=O)N(C)C2CCS(=O)(=O)C2)nc2ccccc2c1=O (stereo unspecified),21%,5%,6%,-16%,-18%,1,4%,3%,2%
Cc1cnc(C(=O)OCC(=O)NCc2ccc3c(c2)OCO3)cn1,14%,8%,-2%[15.4 µM],-1%,-8%,2,-15%,19%,-19%
O=C(Nc1cc(Cl)ccn1)C1CCN(S(=O)(=O)c2cccs2)CC1,32%[activator],32%,5%,0%,-8%,2,8%,6%,?
CCN(CC)CCNC(=O)c1c(C)oc2cc(Br)c(OC)cc12,13%,7%,-2%,0%,-26%,2,-7%,0%,-5%
COc1cccc(C(=O)n2cnnc2N)c1OC,24%,-5%,-6%,-4%,-12%,4,17%[12.7 µM],-2%,0%
CCOC(=O)C1CCN(C(=O)CN2C(=O)c3ccccc3S2(=O)=O)CC1,-4%,5%,11%,?,-19%,-2,-22%,3%,-7%
CC(C)C(=O)N/N=C/c1ccc(OCc2ccccc2)cc1,14%,11%[11.4 µM],0%,0%,-13%[57.1 µM],-3,-5%,-6%,3%
CC(=O)c1c(NC(=O)c2ccccc2)[nH]c(-c2ccccc2)nc1=S,11%,-55%,-16%,40µM*,-14%,1,74%[activator][59 µM],-6%,-36%
CCCCOc1ccc(-c2nnn(C(C)C(=O)OCC)n2)cc1 (stereo unspecified),209%[activator],10%,-7%,44%,75%[activator],1,75%[activator][59 µM],1%,117%[activator]
CCOC(=O)c1c(NC(C)=O)c2c3c(sc2n1Cc1nc(-c2ccccc2C)oc1C)CCCC3,31%,0%,3%,-10%,-2%,-6,10%[59 µM],3%,6%
COc1ccc(S(=O)(=O)NC2CCCC2)cc1Cl,37%,1%,13%,0%,-1%,3,38%,-7%,-3%
COC(=O)c1ccc(NC(=O)C(=O)N2CCN(C(=S)Nc3cccc(C)c3C)CC2)cc1,36%,-16%,-2%,-18%,-20%,3,22%[59 µM],2%,9%
CC(=O)N=C1SC2CS(=O)(=O)CC2N1c1cccc(Cl)c1Cl (stereo unspecified),58%[activator],-37%,-2%,2%,6%,1,18%[2.33 µM],-1%,1%
O=C(CCCN1C(=O)c2ccccc2C1=O)Nc1cccc(S(=O)(=O)NC2=NCCC2)c1,39%[activator],-21%,14%,-3%,-8%[57.1 µM],-2,-1%,2%,-2%
COCCNC(=S)Nc1ccc(S(=O)(=O)Nc2cnc3ccccc3n2)cc1,45%[activator],-14%,-14%,-31%,2%,3,?,-3%,-13%
